# Kir21 inh: inhibitors of mouse Kir2.1 inward-rectifier potassium channel. P35561. HEK293-Kir2.1, FluxOR thallium flux fluorescence; stronger effect = lower value. B-score at 10 µM. 310,000 tested, 0.85% active. AID 1672;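 active = fluorescence ratio B-score at or below minus 3 SD of library scores, with starting-brightness B-score within 2 SD, cut at about -4.2 in these data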;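 also: channel flux triggered by added potassium and thallium sulfate stimulus; B-score of peak minus minimum fluorescence over baseline after thallium stimulus; more negative B-score means stronger Kir2.1 block with less thallium influx; some compounds called inactive have numbers as strong as hits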
# Target sequence (P35561 whole entry, looked up): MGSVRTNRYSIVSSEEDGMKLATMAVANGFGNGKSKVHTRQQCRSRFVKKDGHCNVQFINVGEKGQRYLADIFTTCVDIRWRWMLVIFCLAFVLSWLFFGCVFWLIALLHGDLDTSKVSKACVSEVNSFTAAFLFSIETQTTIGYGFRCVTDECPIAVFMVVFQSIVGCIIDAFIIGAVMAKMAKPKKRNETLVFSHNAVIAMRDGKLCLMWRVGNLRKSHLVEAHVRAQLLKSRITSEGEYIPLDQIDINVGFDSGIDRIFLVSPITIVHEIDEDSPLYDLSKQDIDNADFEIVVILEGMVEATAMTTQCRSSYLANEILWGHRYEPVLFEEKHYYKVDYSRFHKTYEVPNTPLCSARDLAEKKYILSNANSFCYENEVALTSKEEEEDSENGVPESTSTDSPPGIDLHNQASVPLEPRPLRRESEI
# CHT block: inhibits the human high affinity choline transporter. CHT-expressing cells, membrane potential dye, choline response; stronger effect = lower value. B-score at 10 µM. 310,000 tested, 0.86% active. AID 488975;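 active = B-score over 3 SD under the library average, and starting fluorescence ratio not unusually high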;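 also: choline stimulus applied at its EC90 after an EC20 pre-addition; B-score computed on integrated fluorescence ratio after choline addition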
# Target sequence (Q9GZV3 whole entry, looked up): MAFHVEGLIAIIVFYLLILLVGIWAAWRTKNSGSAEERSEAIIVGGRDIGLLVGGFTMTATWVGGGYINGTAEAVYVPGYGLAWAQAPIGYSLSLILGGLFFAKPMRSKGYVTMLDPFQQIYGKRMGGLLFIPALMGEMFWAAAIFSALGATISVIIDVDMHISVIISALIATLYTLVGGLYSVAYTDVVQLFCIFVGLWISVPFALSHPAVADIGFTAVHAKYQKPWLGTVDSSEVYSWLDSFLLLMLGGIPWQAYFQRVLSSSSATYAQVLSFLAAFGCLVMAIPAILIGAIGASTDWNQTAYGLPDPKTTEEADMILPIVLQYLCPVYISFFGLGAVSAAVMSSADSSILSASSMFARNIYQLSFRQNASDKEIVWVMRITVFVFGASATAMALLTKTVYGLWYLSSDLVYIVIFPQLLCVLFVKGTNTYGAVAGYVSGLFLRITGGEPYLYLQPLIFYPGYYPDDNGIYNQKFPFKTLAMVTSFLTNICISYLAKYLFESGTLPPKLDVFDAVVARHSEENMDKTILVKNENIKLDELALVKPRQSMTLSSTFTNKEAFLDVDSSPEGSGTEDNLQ
# The depositor's hits bear a star; i = inactive.
SMILES,CHT block,Kir21 inh
Cc1ccc(S(=O)(=O)NC(Cc2ccccc2)C(=O)O)cc1C (stereo not given),i,0.73
O=C(Nc1ccncc1)c1cccc2ccccc12,i,-1.2
Cn1c(N)c(C(=O)CSc2nc(N)cc(N)n2)c(=O)n(C)c1=O,i,-0.28
COc1cc(/C=C/C(=O)Nc2nc3ccc(S(=O)(=O)N(C)C)cc3s2)cc(OC)c1OC,i,1.4
COCCCNC(=O)CN1C(=O)COc2ccc(S(=O)(=O)N3CCOCC3)cc21,i,-0.55
CCOc1ccc(NC(=O)C(C)SC(N)=O)cc1 (stereo not given),i,-0.12
O=C(O)C1CCCCC1C(=O)Nc1cccc(Cl)c1Cl (stereo not given),i,-0.01
O=C(N/C(=C/c1ccccc1F)C(=O)N1CCCCC1)c1ccccc1,i,-1
CC1Cc2ccccc2N1C(=O)c1ccc2c(c1)nnn2C (stereo not given),i,0.05
Cc1ccc(/C=[N+](/C)[O-])cc1,i,1.6
Cc1cc(Br)ccc1OCC(=O)N(Cc1nc(-c2ccccc2)no1)C(C)C,i,2.4
O=C(CN1C(=O)S/C(=C\c2ccccc2)C1=O)NC1CCS(=O)(=O)C1 (stereo not given),i,0.2
Cc1ccc(OCC(=O)Oc2cccc(C)c2)cc1,i,1.4
CC(=O)OC(C(=O)NC1CCCCC1)c1ccc(C#N)cc1 (stereo not given),i,0.21
CCOC(=O)c1ccc(Nc2cc(C)nc3nc(C)nn23)cc1,i,0.66
CN1CCN(S(=O)(=O)c2ccc(Cl)s2)CC1,i,0.68
COc1cc2c(cc1NC(=O)Cc1ccc(C)cc1)oc1ccccc12,i,-0.49
O=C(O)c1cc2c(o1)CCC/C2=N\O,i,0.6
COC(=O)CN(C#N)c1nc(N(C)C)nc(N(C)C)n1,i,0.41
Cn1cccc1C(=O)OCC(=O)Nc1ccc2c(c1)CCC2,i,-0.39
CNc1ccc(/C=C/C(=O)c2ccc(C)cc2)cc1[N+](=O)[O-],i,1.1
COc1ccc(-c2cc(C)no2)cc1S(=O)(=O)N(C)c1cccc(C)c1,i,-0.2
O=C(/C=C/c1ccco1)Nc1ccccc1C(=O)O,i,-1.3
COc1ccc(C)cc1S(=O)(=O)Nc1cccc(-c2ccc(N3CCCCCC3)nn2)c1,i,-0.78
O=C(CSc1ccc(-c2cccs2)nn1)N1CCCCC1,i,0.69
Cc1nc(SCC(=O)NCc2ccccc2)c2oc3ccccc3c2n1,i,0.71
O=C(NCC(=O)c1ccccc1)OCc1ccc([N+](=O)[O-])cc1,i,0.15
O=C(O)c1ccc(-c2nc(-c3ccccc3)cs2)cc1,i,0.95
Fc1ccccc1NC(=S)N1CCOCC1,i,1.1
Cc1ccccc1NC(=O)c1ccc2c(c1)C(=O)N(CCC(C)C)C2=O,i,1.9
Cc1oc(-c2cccc3ccccc23)nc1CN1CCC[C@H]1CO,i,-1.9
COC(CNC(=O)C(=O)Nc1cc2c3c(c1)CC(=O)N3CCC2)OC,i,-1.1
COc1ccc(/C=C/C(=O)Oc2ccc(/C=N/NC(=O)COc3c(C)cccc3C)cc2)cc1,i,-0.98
Fc1cc2ncn(Cc3ccccc3)c2cc1F,i,0.78
NC(=O)/C(=C\c1cccnc1)NC(=O)c1ccccc1,i,-2.3
Cc1cc(N2CCN(S(=O)(=O)c3ccc(Br)cc3)CC2)n2ncnc2n1,i,-0.23
O=C(NCC1CCCO1)C1CCN(C(=O)c2ccc(Br)cc2)CC1 (stereo not given),i,1.6
O=C(CN(C(=O)c1csnn1)c1ccccc1)NCc1ccc2c(c1)OCO2,i,-0.22
Cc1ccc(S(=O)(=O)N2CCC(C(=O)NCCN3CCCCCC3)CC2)cc1,i,0.57
COc1ccc2nc(SCC(=O)NC(C)(C)C)[nH]c2c1,i,-0.73
COc1cccc(CN(C)C(=O)c2cccc(S(=O)(=O)N3CCN(c4ccc(F)cc4)CC3)c2)c1OC,i,-1.1
COc1ccc(C(=O)C=CNNC(=O)c2ccc(Cl)cc2)cc1,i,-0.2
CN(C)c1cc2c(cc1NC(=O)c1ccccc1Cl)n(C)c(=O)n2C,i,3.3
Cc1ccc(NC(=O)Nc2sc(=S)n(C)c2C)cc1,i,0.02
COc1cc(SC)ccc1C(=O)N(C)Cc1ccccc1,i,-1.2
Cn1cnnc1SCC(=O)NNC(=O)COc1ccc(Cl)cc1,i,0.01
CCc1[nH]nc(C(=O)N2CCCC(CO)(Cc3ccc(F)cc3F)C2)c1C (stereo not given),i,-1.8
CC(OC(=O)CNC(=O)COc1ccccc1)C(=O)N(C)Cc1ccccc1 (stereo not given),i,0.26
CCc1ccc(-c2cc3c(=O)n(CC(=O)NCCCN4CCN(C)CC4)ncn3n2)cc1,i,-2.3
CCCNC(=O)COc1coc(CN2CCN(c3cccc(Cl)c3)CC2)cc1=O,i,-0.41

# Additional compounds follow.
SMILES,CHT block,Kir21 inh
CN(C)CCCNS(=O)(=O)c1ccc(-n2nnc3ccccc32)c([N+](=O)[O-])c1,i,-0.81
Cc1ccc(SCC(=O)NCc2ccncc2)cc1,i,0.04
CC1CCCN(C(=O)Cn2cnc3c2c(=O)n(C)c(=O)n3C)C1 (stereo not given),i,0.45
O=C(Cc1ccc2ccccc2c1)Nc1ccccc1Br,i,-0.04
O=S(=O)(c1ccc(F)cc1)N1CCN(C(=S)NCC2CCCO2)CC1 (stereo not given),i,-0.45
C=CCn1c(SCC(=O)NC2CCCC2)nc2c([nH]c3ccccc32)c1=O,i,0.06
CC(=O)NCCOc1cccc2ccccc12,i,0.93
CCCCn1c(=O)[nH]c(=O)c2c1nc(-c1ccc(OC(F)F)c(OC)c1)n2C,i,1.4
Cc1nccn1CC(=O)N/N=C/c1cc(Br)cs1,i,-1.7
CCc1cc(=O)oc2cc(C)cc(OCC(=O)NC(Cc3c[nH]c4ccc(O)cc34)C(=O)O)c12 (stereo not given),i,1
C[C@@H]1O[C@@H](Oc2c(-c3cc(O)c(O)c(O)c3)oc3cc(O)cc(O)c3c2=O)[C@H](O)[C@H](O)[C@H]1O,i,0.22
Cc1ccc(OCC(=O)NC2CCCc3ccccc32)c(C)c1 (stereo not given),i,1.3
CCC(=O)N(CC)c1nc(-c2ccc(OC)cc2)cs1,i,-0.02
N#C/C(=C\c1cc2c(cc1Br)OCO2)c1ccc(C(=O)O)cc1,i,-1.5
COc1ccccc1NS(=O)(=O)c1cc(NC(=O)c2ccncc2)ccc1N1CCOCC1,i,0.79
Cc1[nH]n2c(=O)cc(Cc3ccccc3)nc2c1C#N,i,0.16
CSc1nc(-c2ccccc2)nc(N2CCN(C)CC2)c1C(C)=O,i,0.77
CC(=O)OCCN(CCCn1c(-c2ccncc2)nc2ccccc21)c1nc(-c2ccc(C)cc2)cs1,i,0.4
COC(=O)c1cc(NC(=O)CC2NC3CCCCC3NC2=O)cc(C(=O)OC)c1 (stereo not given),i,-0.8
CCOC(=O)N1CCN(C(=O)c2ccccc2NC(=O)c2ccc(C(C)(C)C)cc2)CC1,i,1.1
O=C(COc1ccc(S(=O)(=O)N2CCCCC2)cc1)NCC1CCCO1 (stereo not given),i,0.18
Cc1onc(-c2c(Cl)cccc2Cl)c1C(=O)N1CCCCC1,i,-0.67
COc1ccc(NS(=O)(=O)c2cccc3cccnc23)cc1OC,i,-1.9
CCOc1ccc(NC(=O)CSc2nc3ccccc3nc2N2CCCC2)cc1,i,-1.2
C=C(C)CNC(=S)/N=c1\scc(C)n1CC,i,-0.3
O=C(Nc1ccc(F)c([N+](=O)[O-])c1)C(=O)c1c(O)[nH]c2ccccc12,i,0.3
Cc1cc(C)cc(N(CC(=O)NC2CCCC2)C(=O)CNC(=O)c2ccco2)c1,i,-0.66
COc1ccc(O)c(C(=O)CC(=O)c2ccc(F)cc2)c1,i,-2.2
CC(=O)c1ccc(N2CCN(C(=S)Nc3ccc(Oc4ccccc4)cc3)CC2)cc1,i,1.2
O=C(NCCN1C(=O)S/C(=C\c2ccc(Cl)cc2)C1=O)c1ccc(F)c(S(=O)(=O)N2CCOCC2)c1,i,0.06
COC(=O)[C@H](CCSC)NC(=O)Nc1ccc(OC)cc1,i,-1.2
O=C(O)c1ccccc1NS(=O)(=O)c1ccccc1C(F)(F)F,i,0.36
Cc1nnc(NC(=O)Cc2ccc(OCc3c(C)noc3C)cc2)s1,i,-0.67
O=C(O)c1ccccc1N/N=C/C1=C(N2CCOCC2)C(=C\c2ccccc2)/CC1,i,0.1
NCCc1nnc(SCc2c(F)cccc2Cl)o1,i,-0.53
COc1ccc(CNC(=O)CSc2nnc(C)c(=O)[nH]2)cc1,i,-0.73
CCOC(=O)c1c(C)n(-c2ccc(C)cc2)c2c(C(C(C)=O)C(=O)O)c(Br)c(O)c(O)c12 (stereo not given),i,0.56
O=C(CSc1nnnn1C1CCCCC1)Nc1ccccc1N1CCOCC1,i,-1.2
Cc1cccc(N2CC(O)(c3cccs3)[N+]3=C2CCCC3)c1C (stereo not given),i,-0.02
Cc1cc(NS(=O)(=O)c2ccc(NC(=O)C(C)Oc3cccc(C)c3C)cc2)nc(C)n1 (stereo not given),-9.1*,-0.12
Cc1ccc(-c2nnc(CN3CCCCC3C)o2)cc1 (stereo not given),i,-0.02
O=C(Nc1ccccc1Oc1ccccc1)C1CCCC1,i,1
CCSC1(SCC)N=C(N)C2(C#N)C(c3ccc(OC)c(OC)c3OC)C12C#N (stereo not given),i,0.02
CCn1c(CN2CCOCC2)nnc1SCC(=O)Nc1ccccc1C,i,0.44
COc1cccc(N/C(N)=N/c2nc(C(F)(F)F)cc(C(F)(F)F)n2)c1,i,-1.3
Cc1ccc(S(=O)(=O)N2CCC3(CC2)OCCO3)s1,i,0.46
COC(=O)Nc1ccc(S(=O)(=O)NCc2ccccn2)cc1,i,0.53
O=C(CSc1nnnn1-c1ccccc1)Nc1ncc2c(n1)CC(c1ccccc1)CC2=O (stereo not given),i,1.1
Cc1cc(Nc2ccccc2)n(-c2cccc(Cl)c2)n1,i,0.81
C#CCOc1nc2c(c(=O)n(C)c(=O)n2C)n1Cc1ccccc1,i,0.08

# (continued)
SMILES,CHT block,Kir21 inh
CSCCC(NS(=O)(=O)c1ccccc1F)C(=O)Nc1cccc(C)n1 (stereo not given),i,-2.5
CCc1noc(C)c1C(=O)OC(C)C(=O)Nc1cc([N+](=O)[O-])ccc1OC (stereo not given),i,-1.4
COc1ccc(C(=O)NCC(c2ccco2)N2CCOCC2)cc1OC (stereo not given),i,-2.3
Cc1nc2cc(C(=O)O)ccc2n1C1CCCCC1,i,0.02
O=C1Cc2ccccc2C(c2ccc(Cl)cc2)N1 (stereo not given),i,-1.8
Cc1cc(S(=O)(=O)Nc2cccc(C(=O)O)c2)c(C)c(S(=O)(=O)c2ccc(Cl)cc2)c1,i,0.35
Cc1ccc(NC(=O)c2cc([N+](=O)[O-])ccc2NCc2cccnc2)cc1Cl,i,-0.74
COC(=O)c1ccc(N2CCN(C(=O)C3CC3)CC2)c([N+](=O)[O-])c1,i,0.26
CS(=O)(=O)N(CC(=O)NCc1ccco1)Cc1ccc(Cl)cc1,i,0.07
NS(=O)(=O)c1ccc(CCNC(=O)C(c2ccccc2)c2ccccc2)cc1,i,0.43
CN1C(=O)/C(=C/c2ccc(C(=O)NC3CCCC3)cc2)Oc2ccccc21,i,0.75
O=c1oc(Nc2cccc(Cl)c2)nc2ccccc12,i,0.13
CCOC(=O)C1CCN(C(=O)c2ccc(OC)cc2OC)CC1,i,0.08
COc1ccc(Cl)cc1C(=O)CSc1nnnn1C,i,-0.28
O=C(CO/N=C/c1c(Cl)cccc1Cl)NNC(=O)c1ccc(Cl)cc1,i,2.4
Cc1onc(-c2c(Cl)cccc2Cl)c1C(N)=O,i,1.8
c1ccc(CSc2nnc(NC3=NCCCCC3)s2)cc1,i,-1.2
CCN(CC)S(=O)(=O)c1ccc(OC)nc1,i,0.58
COc1ccccc1N1C(C)=CC(=C(C#N)c2nc3ccccc3s2)C=C1C,i,-3.5
COc1ccc(C(=O)CSc2nnc(COc3ccccc3)n2Cc2ccco2)cc1,i,-0.91
CN(C)CCCNC(=O)c1cc(C(=O)Cc2ccc(Cl)cc2)c[nH]1,i,2
Cc1[nH]c2ccccc2c1C(=O)COC(=O)c1ccc[n+]([O-])c1,i,2.3
CC1CCN(CCCn2c(=S)[nH]c3c(sc4ccc([N+](=O)[O-])cc43)c2=O)CC1,i,0.75
Cc1ccc(C(=O)NCc2ccc3c(c2)OCO3)cc1S(=O)(=O)N1CCOCC1,i,-0.74

# Single records, from the list above:
# Entry for CCOC(=O)C1CCN(C(=O)c2ccc(OC)cc2OC)CC1 → CHT block = i; Kir21 inh = 0.08
# Entry for NS(=O)(=O)c1ccc(CCNC(=O)C(c2ccccc2)c2ccccc2)cc1 → CHT block = i; Kir21 inh = 0.43
# Entry for O=C1Cc2ccccc2C(c2ccc(Cl)cc2)N1 (stereo not given) → CHT block = i; Kir21 inh = -1.8

# Assay outcomes from PubChem BioAssay.
